# Screening results as filed in PubChem.
# Giardia FBPA inh: qHTS Assay for Inhibitors of Fructose-1,6-bisphosphate Aldolase from Giardia Lamblia. A8B2U2. purified Giardia FBPA. Potency, µM (titrated, usually from 59.6 µM), for inactives: top-dose activity, negative = inhibition, actives largely listed as inhibitors. 290,000 compounds, 0.71% hits. AID 2451, 2010; note: potency is the fitted concentration of half-maximal effect; nearly all actives have a fitted effect of over 55% in size
# Target sequence (A8B2U2 whole entry, looked up): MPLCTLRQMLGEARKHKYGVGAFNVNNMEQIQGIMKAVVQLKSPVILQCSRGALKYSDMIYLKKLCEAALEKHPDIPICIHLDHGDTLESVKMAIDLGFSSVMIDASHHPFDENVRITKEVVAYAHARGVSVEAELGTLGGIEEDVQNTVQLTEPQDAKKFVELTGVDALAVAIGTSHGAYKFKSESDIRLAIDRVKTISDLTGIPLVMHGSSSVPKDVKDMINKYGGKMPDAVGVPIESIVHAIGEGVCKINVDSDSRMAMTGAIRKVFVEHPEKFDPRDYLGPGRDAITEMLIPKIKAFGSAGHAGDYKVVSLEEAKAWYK
#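 40 nM FBPA preincubated 10 min at RT with compound (up to 57.5 uM final), then substrate plus GAPDH/TPI/NAD/arsenate coupling and diaphorase/resazurin added. Fluorescence read after 20 min at RT, 525/598 nm.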
# AmpC no deterg: qHTS Inhibitors of AmpC Beta-Lactamase (assay without detergent); P00811; AmpC nitrocefin hydrolysis, absorbance 480 nm, 0.0001% Triton; Potency, µM (series often up to 57.1 µM), for inactives: at the top dose activity change, negative = inhibition, most hits filed as inhibitors; 330,000 compounds, 0.52% hits;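 note: potency is the fitted concentration of half-maximal effect; plate controls were no compound for no effect and no enzyme for full effect; nearly all actives have a fitted effect of over 20% in size; some results filed as inactive show a strong effect at the top dose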
# Target sequence (P00811 whole entry, looked up): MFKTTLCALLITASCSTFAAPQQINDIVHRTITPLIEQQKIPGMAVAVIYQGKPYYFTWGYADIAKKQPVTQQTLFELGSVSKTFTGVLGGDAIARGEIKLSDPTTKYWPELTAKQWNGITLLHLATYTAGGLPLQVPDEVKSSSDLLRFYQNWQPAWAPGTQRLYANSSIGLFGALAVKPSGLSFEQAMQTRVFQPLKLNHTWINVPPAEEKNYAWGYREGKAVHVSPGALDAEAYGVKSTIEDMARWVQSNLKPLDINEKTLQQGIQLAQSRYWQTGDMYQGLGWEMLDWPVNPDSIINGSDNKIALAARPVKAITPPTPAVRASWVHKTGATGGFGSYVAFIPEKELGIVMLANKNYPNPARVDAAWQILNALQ
#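 20 mM phosphate pH 7.0 + 0.01% (detergent screen) or 0.0001% Triton X-100; 5.3 nM AmpC reagent; cpd preinc 15 min RT; nitrocefin (800 uM stock) to start; A480 q20 s × 4 min; Activity was normalised to no-enzyme and no-compound control wells.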
# HCMV antiviral: qHTS Assay for inhibitors of the human cytomegalovirus (HCMV); HFF cells, HCMV-luciferase reporter, 72 h; active compounds read low; activity change, negative = inhibition, % at 57.5 µM; 410,000 compounds, 4.5% hits; AID 1259415, 2018; in the data active = activity change below about -60%; inconclusive = no clear call, values can overlap the other calls; inactive = above about -39%
#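 HFF cells seeded 16 h at 37C, treated with compounds, infected with luciferase-reporter HCMV at MOI 1 PFU/cell; luciferase read at 72 h post infection, normalized to buffer-only and Salinomycin controls.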
# Sm TGR block: qHTS Assay for the Inhibitors of Schistosoma Mansoni Peroxiredoxins; purified TGR, DTNB reduction, TNB absorbance 405 nm; Potency, µM (titrated, usually from 114 µM), inactives show top-dose activity change, negative = inhibition, most hits filed as inhibitors; 360,000 compounds, 3% hits; Schistosoma mansoni thioredoxin glutathione reductase (TGR), Q962Y6; note: potency is the fitted concentration of half-maximal effect; nearly all actives have a fitted effect of over 60% in size
#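 Kinetic colorimetric format: TGR-catalysed, NADPH-driven DTNB reduction monitored via TNB absorbance. Enzyme dispensed at 20 nM; compound exposure 15 min at room temperature before reaction start.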
# HCV inhibitor: qHTS Assay for Inhibitors of Hepatitis C Virus (HCV); Huh7.5.1 HCVcc-Cre infection, luciferase reporter, 44 h; 340,000 compounds, 3.4% hits; Potency, µM (series often up to 41.8 µM), without a hit: at the highest dose activity change, negative = inhibition, hits mostly inhibitors; note: potency is the fitted concentration of half-maximal effect
#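 Whole-lifecycle infectious HCVcc-Cre system; cells 1,000/well, compound then virus (~0.5 moi) added 4 h after plating, 44 h culture. Luciferase read 15 sec following 15 min substrate incubation, room temp.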
# AmpC inh detg: qHTS Inhibitors of AmpC Beta-Lactamase (assay with detergent). P00811. Potency, µM (doses to about 114 µM), for the others: at the top dose activity change, negative = inhibition, usual class: inhibitors. 370,000 compounds, 0.041% hits. AID 485294, 2010. AmpC hydrolysis of nitrocefin, absorbance 480 nm, 0.01% Triton;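 note: potency is the fitted concentration of half-maximal effect; 0% = no-compound wells and -100% = no-enzyme wells; nearly all actives have a fitted effect of over 25% in size; some results filed as inactive show a strong effect at the top dose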
#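 AmpC (5.3 nM in the dispensed reagent) in 20 mM phosphate pH 7.0 with 0.01% (detergent screen) or 0.0001% Triton X-100 was preincubated with compounds for 15 min at room temperature. Nitrocefin was then added from an 800 uM solution, and hydrolysis was followed at 480 nm.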
# * marks the source's active call; other numbers are inactive results; ? = inconclusive; . = not tested or not shown; [ ] = remark or other dose. Unless noted, calls come from the whole dose curve; as a rule, active = well fitted curve in the direction sought with a large enough effect; inconclusive = small, poorly fitted or top-dose-only effect, or another doubt; inactive = no such curve, though single readings can be large; an effect the other way counts as inactive or inconclusive. Unless noted, % is set by controls: 0 for no effect and ±100 for the full control effect.
1	CCN(CCn1cccn1)C(=O)c1cc(COc2cccc3cccnc23)on1
2	CC(C)(C)OC(=O)C[C@@H]1C/C=C\C[C@@H](CC(=O)NCCO)C(=O)NCCOC1=O
3	Cc1cc2c(cc1C)CSC(c1ccccc1O)SC2
4	Cc1ccc(-n2ncc3c(NCCCN4CCOCC4)ncnc32)cc1C
5	COc1ccc(N(C(=O)c2ccc(Cl)cc2)C2=CC3CCC(C2)N3C)cc1 (configuration not stated)
6	Cc1cccc(-c2nnc(SCC(=O)N3CCOCC3)o2)c1
7	Cc1ccc(S(=O)(=O)N(CC(=O)NCc2ccccc2Cl)C(=O)N2CCN(C)CC2)cc1
8	CN(C)/N=C/c1ccc(Sc2ccccc2[N+](=O)[O-])o1
assay / entry	1	2	3	4	5	6	7	8
Giardia FBPA inh	-1.0%	.	-10.2%	.	-5.5%	6.3%	.	2.0%
AmpC no deterg	14.5%	7.0%	-36.7%	.	11.3%	-18.9%	-20.0%	1.0%[11.4 µM]
HCMV antiviral	-35.3	-10.8	?	?	-17.9	20.7	-29.2	1.9
Sm TGR block	11.2%	.	15.2%	43.3%[activator]	-1.0%	-17.9%	7.0%	5.6%
HCV inhibitor	13.9%	11.5%	?	.	?	4.2%	7.3%	-3.0%
AmpC inh detg	5.2%	.	?	7.9%	1.3%	?	?	?

9	O=P(/C(=N/O)N1CCCCC1)(N1CCOCC1)N1CCOCC1
10	COc1ccc(Cl)cc1NC(=O)CSc1nc2ccccc2nc1N1CCCCC1
11	CCOc1ccc(C(=O)Nc2cccc(NC(=O)c3ccc(C(C)(C)C)cc3)c2)cc1Br
12	COC(=O)CCN(C(=O)c1ccc(N2CCCCC2)c([N+](=O)[O-])c1)c1ccccn1
13	COc1cc2c(=O)c(C(=O)c3ccc(C)c(C)c3)cn(Cc3ccc(F)cc3)c2cc1OC
14	COCCCNc1nc2nonc2nc1NCCSC
15	CCC1=NN2C(=N)/C(=C\c3ccc(OCc4cc(=O)n5nc(CC)sc5n4)c(OC)c3)C(=O)N=C2S1
16	CCCCOC(=O)n1c(=O)oc2cc(S(=O)(=O)N3CCCCC3)ccc21
assay / entry	9	10	11	12	13	14	15	16
Giardia FBPA inh	17.5%	.	.	1.6%	.	1.5%	-7.6%	-1.7%
AmpC no deterg	-13.0%	.	.	64.5%[activator]	.	-14.7%	-14.2%	?
HCMV antiviral	-19.3	28.7	75.0	-31.1	-0.7	-31.9	2.5	-16.9
Sm TGR block	1.3%	3.0%	14.5%	.	6.7%	-0.4%	-12.1%	2.3%
HCV inhibitor	10.4%	.	.	9.8%	.	?	5.4%	-18.0%
AmpC inh detg	-9.7%	-10.0%	12.1%	4.8%	-4.4%	-1.2%	?	-7.8%

17	O=C(CCN1C(=O)/C(=C/c2ccccc2)SC1=S)NC1CCS(=O)(=O)C1 (configuration not stated)
18	O=C(c1ccc2c3c(cccc13)CC2)C1CCCN(Cc2ccccn2)C1 (configuration not stated)
19	Cc1c(N=Cc2ccc(O)c(Br)c2)cccc1[N+](=O)[O-]
20	Cc1ccc(COc2ccsc2C(=O)NNC(N)=S)cc1
21	CS(=O)(=O)c1ccc(Cl)c(NC(=O)C2CCN(S(=O)(=O)c3cccs3)CC2)c1
22	O=C(c1cccc(Cl)c1)N1CCN(c2ncnc3c2cnn3-c2ccccc2)CC1
23	CC(=O)c1c(NCCc2ccccc2)nc(=S)n(-c2ccccc2)c1C
24	Cc1nnc2c(Oc3ccccc3)nc3ccccc3n12
assay / entry	17	18	19	20	21	22	23	24
Giardia FBPA inh	.	-2.0%	-7.8%	-1.6%	.	0.1%	-0.9%	-2.6%
AmpC no deterg	22.6%	99.8%[activator]	-15.7%	-13.2%	-32.2%	-18.5%	14.2%	-1.8%
HCMV antiviral	?	?	86.6	-30.0	-5.7	-18.7	-100.5*	?
Sm TGR block	1.7%	-34.6%	0.8%	11.3%	-5.2%	.	-2.7%	7.1%
HCV inhibitor	-3.3%	?	21.6%	1.4%	-22.8%	-8.0%	?	20.6%
AmpC inh detg	-4.7%	1.8%	-3.8%	6.1%	-5.6%	3.3%	2.4%	-0.1%

25	CCOC(=O)CSc1nc2ccc(NC(=O)COc3ccccc3)cc2s1
26	COc1cccc(N2CCN(C(=O)c3ccc(CS(=O)c4ccccc4Cl)o3)CC2)c1 (configuration not stated)
27	COc1ccc(C(C(=O)NC2CCCCC2)N2CCC3(CC2)OCCO3)cc1 (configuration not stated)
28	Nc1ccc(NC(=O)c2ccco2)c(Cl)c1
29	Cc1c2cn[nH]c(=O)c2c(C)n1Cc1ccc(F)cc1
30	CCc1cnc2c(c1SCc1ccccc1C)c(=O)n(C)c(=O)n2C
31	Cc1ccc(NC(=O)CSc2nccn2C)cc1F
32	O=C(c1cccc(-c2ccco2)c1)N1CCCC(N2CCN(c3ccc(F)cc3)CC2)C1 (configuration not stated)
assay / entry	25	26	27	28	29	30	31	32
Giardia FBPA inh	.	.	-0.1%	3.8%	-15.7%	.	.	.
AmpC no deterg	.	175.5%[activator]	-11.2%	-8.5%	?	.	22.3%	80.2%[activator]
HCMV antiviral	0.6	-95.6*	-19.5	36.0	-7.0	27.5	75.9	.
Sm TGR block	1.7%	-2.0%	7.3%	.	3.9%	-0.7%	-8.6%	-30.3%
HCV inhibitor	.	?	-1.1%	9.0%	-18.4%	.	4.1%	?
AmpC inh detg	10.5%	2.0%	3.7%	2.3%	2.1%	3.3%	0.8%	1.7%

33	O=C(CSc1nc2c(c(=O)[nH]1)CN(Cc1ccc3c(c1)OCO3)CC2)Nc1ccc(F)c(F)c1
34	CCOC(=O)N1CCC(NC(=O)CSCc2nc(-c3cccc(OC)c3)oc2C)CC1
35	O=C(CSCc1ccc(Cl)cc1)NCCSCc1ccco1
36	CC1CCCC(NC(=O)CN2C(=O)NC(C)(c3ccccc3)C2=O)C1C (configuration not stated)
37	O=[N+]([O-])/C=C/c1cn(Cc2ccccc2)c2ccccc12
38	Cc1nc2ccccc2c(=O)n1/N=C/c1ccc(C(C)C)cc1
39	CC(C)(C)C(=O)N1CCc2cc(-c3csc(N)n3)ccc21
40	C=C(C)COc1ccc2c(CC)cc(=O)oc2c1C
assay / entry	33	34	35	36	37	38	39	40
Giardia FBPA inh	.	6.2%	-8.8%	.	-10.4%	0.2%	.	-0.2%
AmpC no deterg	.	111.9%[activator]	-30.7%	16.9%	-46.5%	35.2%	-31.8%	-15.9%
HCMV antiviral	4.0	-93.1*	15.4	-20.2	-104.5*	-18.1	?	-11.5
Sm TGR block	3.1%	-28.4%	28.2µM*	-17.5%	-17.7%	-12.9%	22.0%	-0.7%
HCV inhibitor	.	?	-2.1%	15.3%	-6.3%	25.1µM*	3.0%	11.2µM*
AmpC inh detg	24.1%	?	-6.6%	-14.4%	?	-8.1%	-9.1%	0.2%

41	CCOc1ccc(N2C(=O)CNC2=S)cc1
42	Cc1ccccc1Nc1ncnc2c1cnn2-c1ccccc1
43	N/C(Cc1ccc(Cl)cc1)=N\OC(=O)C1CCCCC1
44	CCC(CO)NCC#Cc1ccccc1 (configuration not stated)
45	CC1CCN(C(=O)CSc2nc(N)c(NC(=O)c3ccccc3)c(=O)[nH]2)CC1
46	Cc1cc(Nc2ccccc2)n(C(=O)c2ccc(N)cc2)n1
47	O=C(Nc1cc(C(F)(F)F)ccc1Cl)c1cc(C2CC2)on1
48	Cc1cccc(NC(=O)NNC(=O)COc2ccc3ccccc3c2)c1
assay / entry	41	42	43	44	45	46	47	48
Giardia FBPA inh	-5.1%	-1.1%	4.2%	0.6%	?	3.6%	-1.6%	.
AmpC no deterg	-8.1%	-28.2%	-10.0%	-17.0%	-23.6%	9.3%	-19.4%	-52.7%
HCMV antiviral	-21.8	74.4	17.8	-3.8	-20.2	4.2	94.8	46.0
Sm TGR block	7.0%	-8.8%	-15.1%	.	13.7%	-17.2%	1.3%	3.4%
HCV inhibitor	8.3%	11.2µM*	16.1%	-17.4%	13.0%	12.6µM*	15.3%	7.6%
AmpC inh detg	-5.1%	-3.0%	?	1.6%	0.5%	-9.9%	-0.9%	1.7%

49	CC(C)(C)c1ccc(OCc2ccc(C(=O)NCc3cccnc3)o2)cc1
50	CC1CN(C(=O)c2ccc(CNS(=O)(=O)c3cccc(Cl)c3)cc2)CC(C)O1 (configuration not stated)
51	O=C(CSCCO)Nc1cccc(C(F)(F)F)c1
52	CCCNC(=O)c1cc(OC)c(OC)cc1[N+](=O)[O-]
53	O=C(c1ccccc1)c1ccc(OCC(O)CNCc2ccc(F)cc2)cc1 (configuration not stated)
54	CC1CCCCN1Cc1nc2c(c(=O)n(C)c(=O)n2C)n1Cc1ccc(Br)cc1 (configuration not stated)
55	O=C(c1ccco1)N(Cc1ccc(Cl)cc1)C1CCS(=O)(=O)C1 (configuration not stated)
56	COc1ccc(NC(=O)C2=CC=CN3CCS(=O)(=O)N=C23)c(OC)c1
57	COc1cccc(CN(C)CC(O)COC(c2ccccc2)c2ccccc2C)c1 (configuration not stated)
58	CCOc1ccc2oc(C(=O)NNC(=O)c3csc(N4CCOCC4)n3)c(C)c2c1
59	Cc1nnc(SCC(=O)NC(=O)NC(C)(C)C)n1N
assay / entry	49	50	51	52	53	54	55	56	57	58	59
Giardia FBPA inh	-10.7%	-2.4%	-2.1%	6.1%	?	.	.	.	9.8%	.	3.1%
AmpC no deterg	112.8%[activator]	30.9%	-6.6%	-0.4%	17.8%	.	3.2%	-8.8%	112.3%[activator]	68.6%[activator]	-12.7%
HCMV antiviral	54.1	-8.2	42.6	16.3	12.6	-3.9	-9.4	8.3	?	-39.7	47.2
Sm TGR block	3.3%	-1.2%	7.1%	-6.0%	3.5%	?	?	.	5.6%	1.3%	-26.3%[11.4 µM]
HCV inhibitor	-6.6%	-5.1%	-3.0%	-10.3%	-3.6%	.	-16.6%	-25.0%	?	-17.3%	8.4%
AmpC inh detg	-3.8%	4.1%	0.8%	?	-2.3%	0.3%	-9.5%	.	-4.0%	-4.5%	-9.2%

# Record cards (already shown). Screens in order: Giardia FBPA inh	AmpC no deterg	HCMV antiviral	Sm TGR block	HCV inhibitor	AmpC inh detg
# CC1CN(C(=O)c2ccc(CNS(=O)(=O)c3cccc(Cl)c3)cc2)CC(C)O1 (configuration not stated) is entered as -2.4%	30.9%	-8.2	-1.2%	-5.1%	4.1%
# CC1CCCCN1Cc1nc2c(c(=O)n(C)c(=O)n2C)n1Cc1ccc(Br)cc1 (configuration not stated) is entered as .	.	-3.9	?	.	0.3%
